Assay outcomes (PubChem BioAssay)
CCR6 antag: CCR6 (human) receptor antagonism; P51684; CHO-K1 CCR6 PathHunter beta-arrestin, luminescence, CCL20-stimulated; inhibition, % at 20 µM; actives 0.49% (n = 340,000);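 active = compounds whose inhibition of the agonist-driven luminescence signal at 20 µM reaches about 50%, limit read from the data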;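 note: cells stimulated with CCL20 at 14 nM final; plate controls were DMSO with CCL20 for no effect and DMSO without agonist for full effect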
Target sequence (P51684 whole entry, looked up): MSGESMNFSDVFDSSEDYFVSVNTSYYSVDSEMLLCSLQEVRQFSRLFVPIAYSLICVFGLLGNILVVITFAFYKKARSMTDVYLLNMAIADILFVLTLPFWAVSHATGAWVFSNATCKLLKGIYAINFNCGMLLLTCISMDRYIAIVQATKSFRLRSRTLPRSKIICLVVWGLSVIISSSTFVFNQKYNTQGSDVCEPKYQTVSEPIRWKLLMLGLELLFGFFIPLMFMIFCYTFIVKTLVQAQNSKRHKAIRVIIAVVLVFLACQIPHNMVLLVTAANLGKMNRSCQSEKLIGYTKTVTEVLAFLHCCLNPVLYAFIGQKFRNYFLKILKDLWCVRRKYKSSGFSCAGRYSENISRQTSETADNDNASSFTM
Gli-Sufu block: antagonists of Gli-Sufu signaling; Sufu-KO-LIGHT fibroblasts, Gli luciferase reporter luminescence; inhibition, % at 5 µM; actives 0.74% (n = 340,000); AID 588413;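 active = inhibition above about 55%, limit read from the data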;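 note: 0% = DMSO-treated cells and 100% = wells with medium but no cells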
CXCR6 block: blocks human CXCR6 beta-arrestin recruitment; actives 0.36% (n = 360,000); AID 602244; O00574; CHO-K1 PathHunter CXCR6 beta-arrestin, luminescence; inhibition, % at 20 µM; in the data active = inhibition above about 34%, passing the limit was not always enough;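 note: antagonist mode with CXCL16 agonist at 10 nM final; 0% = 10 nM CXCL16 with DMSO and 100% = unstimulated wells without agonist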
Target sequence (O00574 whole entry, looked up): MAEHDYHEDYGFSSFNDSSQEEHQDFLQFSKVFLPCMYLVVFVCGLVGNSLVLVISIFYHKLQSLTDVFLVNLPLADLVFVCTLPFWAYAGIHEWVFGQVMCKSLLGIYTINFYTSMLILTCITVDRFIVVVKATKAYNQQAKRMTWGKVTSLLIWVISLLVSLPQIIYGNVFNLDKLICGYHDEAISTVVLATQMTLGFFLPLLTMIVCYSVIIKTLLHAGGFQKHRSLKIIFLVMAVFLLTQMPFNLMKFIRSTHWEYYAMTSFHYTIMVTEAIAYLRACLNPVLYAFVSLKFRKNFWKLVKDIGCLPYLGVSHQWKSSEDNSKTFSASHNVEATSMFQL
APJ antagonist: antagonists of human APJ apelin receptor. P35414. CHO-K1 APJ beta-arrestin complementation, luminescence. inhibition, % at 20 µM. actives 0.32% (n = 330,000);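 active = inhibition above about 40% at 20 µM, limit read from the data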;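 note: cells challenged with 10 nM apelin-13 agonist together with compound; plate controls were apelin-13 plus DMSO wells for no effect and DMSO wells lacking apelin-13 for full effect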
ATG4B inh: inhibitors of human ATG4B cysteine protease; Q9Y4P1; ATG4B cleavage of LC3-PLA2, NBD-HPC fluorescence, 1 h; inhibition, % at 8.33 µM; actives 0.51% (n = 340,000); AID 504462; in the data active = inhibition above about 40%
APJ ag: agonists of human APJ apelin receptor | P35414 | CHO-K1 APJ PathHunter beta-arrestin, luminescence; 0% DMSO wells, 100% apelin | activation, % at 20 µM | actives 0.11% (n = 330,000) | AID 2520;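 active = activation more than six SD over the plate average, tested at 20 µM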;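 note: 0% = DMSO alone and 100% = apelin-13 at 10 nM; some results filed as inactive read as strong as hits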
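Assay system: CHO-K1 APJ beta-arrestin complementation cell line / Compound: single test compound dose, 20 µM final, 1% DMSO / Times: overnight seeding, 90 min compound at 25 °C, 1 h detection / Technique: beta-gal luminescence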
UBC13 polyUb: human UBC13 polyubiquitination inhibition | actives 0.47% (n = 330,000) | UBC13 polyubiquitin chain formation, TR-FRET | inhibition, % at 20 µM | P61088; in the data active = inhibition above about 45%, passing the limit was not always enough
EBI2 antag: EBI2 (human) antagonism; P32249; EBI2 beta-arrestin recruitment, luminescence, 7a,25-OHC stimulated; inhibition, % at 5 µM; actives 0.81% (n = 360,000); in the data active = inhibition above about 38%;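 note: enzyme fragment complementation signal reports receptor beta-arrestin coupling in cells; 0% = agonist plus DMSO wells and 100% = wells without agonist; some results beyond the cut were filed as inactive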
Target sequence (P32249 whole entry, looked up, the tested form may be a part): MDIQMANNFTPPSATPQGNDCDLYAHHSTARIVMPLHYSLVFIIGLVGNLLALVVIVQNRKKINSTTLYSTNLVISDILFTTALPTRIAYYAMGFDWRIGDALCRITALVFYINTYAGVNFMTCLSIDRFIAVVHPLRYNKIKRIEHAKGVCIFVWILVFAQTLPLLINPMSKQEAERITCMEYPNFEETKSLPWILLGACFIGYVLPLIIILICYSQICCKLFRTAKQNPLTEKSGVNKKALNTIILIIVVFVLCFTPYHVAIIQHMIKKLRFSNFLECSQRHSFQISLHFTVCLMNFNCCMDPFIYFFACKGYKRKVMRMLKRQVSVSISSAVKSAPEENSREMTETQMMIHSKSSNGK
* marks the source's active call; other numbers are inactive results; · = not tested or not shown.

SMILES	CCR6 antag	Gli-Sufu block	CXCR6 block	APJ antagonist	ATG4B inh	APJ ag	UBC13 polyUb	EBI2 antag
CC1(C)CC(NC(=O)C23CCC(C)(C(=O)C2=O)C3(C)C)CC(C)(C)N1 (centres undefined)	0	-19	4	-1	-8	0	-2	-6
O=C(c1ccc(N2CCCC2)c([N+](=O)[O-])c1)N1CCN(CCO)CC1	8	4	-4	6	-2	-6	-23	-3
Cc1cc(NC(=O)c2ccc(NC(=O)C(C)Oc3ccccc3)cc2)no1 (centres undefined)	-13	-30	-7	-14	11	-2	2	5
CSc1sc(C(=O)N(C)C)c2c1S(=O)(=O)N(C)c1ccccc1-2	4	-5	-3	16	3	1	-5	-4
Cc1ccc(NC(=O)CSc2nc3ccccc3c3nc(CCn4cncc4C)nn23)c(C)c1	8	15	0	14	-1	1	-13	-6
CCOc1ccc(CCNC(=O)c2nnn(CC(=O)Nc3ccc(OC)cc3)c2N)cc1OCC	3	-3	-2	10	-8	-6	2	-7
O=C(c1cc(-c2ccc(Cl)s2)nc2ccccc12)N1CCOCC1	6	8	10	8	-9	-3	39	-1
Cc1ccc2nc(-c3ccc4c(c3)OCCO4)cn2c1	-6	65*	5	-13	-1	1	6	2
C#CCOCCOCCOCCNc1nc(N2CCN(C(=O)CCCCCCCCCCNC(=O)[C@H](CCCCN)n3cc(C)nn3)CC2)nc(N2CCN(C(=O)CCCCCCCCCCNC(=O)[C@H](CCCN=C(N)N)n3cc(C[C@@H](C)CC)nn3)CC2)n1	-8	10	·	11	69*	2	123*	·
CNC(=O)CSc1nc2cc(S(=O)(=O)Nc3ccc(OC)cc3)ccc2o1	7	11	0	-1	-9	-3	10	-3
Cc1ccc(NC(=O)Cn2c(CCC(=O)O)ccc2-c2cccs2)cc1	-11	-2	0	-13	2	-3	-5	-1
Cc1ccc(NC(=O)CN2C(=O)S/C(=C\c3cc(Cl)c(OCC(=O)O)c(Cl)c3)C2=O)cc1	10	2	-4	16	4	-2	-30	0

Of the compounds above, two have two or more sulfur atoms.
SMILES	CCR6 antag	Gli-Sufu block	CXCR6 block	APJ antagonist	ATG4B inh	APJ ag	UBC13 polyUb	EBI2 antag
CSc1sc(C(=O)N(C)C)c2c1S(=O)(=O)N(C)c1ccccc1-2	4	-5	-3	16	3	1	-5	-4
CNC(=O)CSc1nc2cc(S(=O)(=O)Nc3ccc(OC)cc3)ccc2o1	7	11	0	-1	-9	-3	10	-3

New compounds follow:
SMILES	CCR6 antag	Gli-Sufu block	CXCR6 block	APJ antagonist	ATG4B inh	APJ ag	UBC13 polyUb	EBI2 antag
CC1CN(C(=S)Nc2ccc(Br)cc2)CC(C)O1 (centres undefined)	-9	34	-9	-18	2	0	-7	-8
COc1ccccc1NC(=O)C1=C(C)NC(=O)NC1c1ccco1 (centres undefined)	-2	2	1	11	-4	0	3	-20
O=C(Nc1nncs1)c1cccc(S(=O)(=O)N2CCCCC2)c1	13	-4	8	5	-3	-4	-1	-4
COc1cccc(C(=O)Nc2ccc3nc4n(c(=O)c3c2)CCCC4)c1	5	-5	-13	-4	-5	0	3	-2
COc1ccc(C2/C=C\CN(C(=O)c3ccc(C)cc3)[C@H](Cc3ccccc3)C(=O)N2Cc2ccc(F)cc2)cc1 (some centres undefined)	20	-6	7	29	1	-2	-14	11
Cc1nc2c(-c3ccc(F)cc3)c(C)nn2c(C)c1CCC(=O)NCCN1CCOCC1	-8	1	2	15	8	-3	-4	2
CC(C)(C)N(Cc1ccccc1)C(=O)c1ccc(Br)o1	24	16	-3	19	10	-1	-8	4
O=C(Nc1ccc(Br)c2ccccc12)c1ccc2ccccc2c1O	-2	39	-4	·	-9	·	·	-12
COC(=O)CSc1nc(C)cc(C)n1	6	-6	0	4	-4	1	2	-19
O=C(NC1CCCCC1)C12CC3CC(CC(Cl)(C3)C1)C2	3	11	3	0	-9	-3	-3	3
COc1cc(/C=C2\SC(=S)N(CCCCC(=O)O)C2=O)ccc1OS(=O)(=O)c1ccc(C)cc1	14	-5	-2	-26	17	0	-10	40
CCn1c(/C=C\c2ccccc2C)nc2ccccc2c1=O	-1	-10	-3	6	12	-4	7	5
N#C/C(=C(/O)COC(=O)c1cccnc1Cl)c1nc2ccccc2[nH]1	7	-3	-2	4	-11	-2	-9	-4
O=C(NCCC1=CCCCC1)C1CCCN(S(=O)(=O)c2ccc(F)cc2)C1 (centres undefined)	7	1	-4	19	-10	-3	-1	5
CCNS(=O)(=O)c1ccc(CCC(=O)N2CCN(c3cccc(Cl)c3)CC2)cc1	10	20	-3	-6	-14	-3	9	5
C[C@@]12C(=O)Nc3cc(Cl)ccc3C(=O)N1[C@H]1c3ccccc3OC[C@@H]1[C@@H]2c1ccccc1	3	3	2	-53	10	4	-8	-2
CCCCCc1ccc(-c2nnc(N)s2)cc1	-1	-42	0	-4	11	-1	8	8
O=C(NC1CCCCCC1)c1cccc(N2CCCC2=O)c1	11	-77	3	-10	-6	2	1	-6
c1cc(CCCc2ccncc2)ccn1	12	-1	2	23	0	-2	4	-3
CCN(CC)CCC(c1ccc2c(c1)OCO2)c1c(O)cc(OC)cc1OC (centres undefined)	2	-7	-6	-45	9	5	14	-14
Cc1cc(=O)n2nc(N3CCCC(C(=O)NCc4ccc(F)cc4)C3)sc2n1 (centres undefined)	13	-10	2	-3	-3	3	-2	6
Cc1cc(C)nc(NCC(O)CNc2ccccc2Cl)n1 (centres undefined)	4	8	-4	4	-9	7	-2	-6
COc1ccc(CCNC(=O)CN2CCCc3ccccc32)cc1OC	9	5	2	1	-3	-1	-2	5
O=C(COC(=O)c1ccccc1[N+](=O)[O-])Nc1nnc(-c2ccccc2)o1	11	-15	3	7	-5	-5	-13	2
COc1ccc(CNC(=O)c2cc(S(=O)(=O)N3CCCCC3)ccc2N2CCOCC2)cc1OC	2	12	0	·	-4	·	·	-3
O=c1cc(-c2ccccc2Cl)oc2c([N+](=O)[O-])c(O)cc(O)c12	13	6	5	11	18	3	-13	2
O=C(CSc1ncn[nH]1)CSc1ncn[nH]1	6	11	-3	-21	-6	0	-1	-6
Cc1ccccc1CCNC(=O)C1CCCN(c2cnccn2)C1 (centres undefined)	11	-2	5	20	-3	-1	2	0
O=C(Cc1cn2ccsc2n1)NCc1ccccc1	-4	-8	4	-4	1	-5	5	-7
CC(C)NS(=O)(=O)c1ccc(OCC(=O)N2CCCC2)cc1	3	6	2	-17	-4	-1	-3	-13
CN(C(=O)CSc1nnc(-c2ccc(F)cc2)c2ccccc12)C1CCS(=O)(=O)C1 (centres undefined)	17	-8	11	29	-15	0	0	-1
O=S(=O)(c1ccc(Br)cc1Cl)N1CCN(CCO)CC1	10	0	3	-7	9	-1	6	-15
N#Cc1ccccc1NC(=O)COC(=O)/C=C/c1cn(-c2ccccc2)nc1-c1ccc(Cl)cc1	-17	4	-1	·	-3	·	·	17
COc1ccc(C2C(C#N)=C(/N=C/N3CCOCC3)OC3=C2C(=O)CC(C)(C)C3)cc1OC (centres undefined)	3	2	5	4	-9	-2	14	-19
O=C(N/N=C/c1c[nH]c2ccccc12)c1ccn(Cc2ccc(Cl)cc2Cl)n1	8	12	-9	-8	13	3	-2	13
S=c1[nH]nc(-c2ccco2)n1/N=C/c1ccc(Cl)cc1	10	-1	13	·	9	·	·	-1

Three compounds out of the list, sorted by molecular weight, low to high.
SMILES	CCR6 antag	Gli-Sufu block	CXCR6 block	APJ antagonist	ATG4B inh	APJ ag	UBC13 polyUb	EBI2 antag
O=C(CSc1ncn[nH]1)CSc1ncn[nH]1	6	11	-3	-21	-6	0	-1	-6
O=C(N/N=C/c1c[nH]c2ccccc12)c1ccn(Cc2ccc(Cl)cc2Cl)n1	8	12	-9	-8	13	3	-2	13
N#Cc1ccccc1NC(=O)COC(=O)/C=C/c1cn(-c2ccccc2)nc1-c1ccc(Cl)cc1	-17	4	-1	·	-3	·	·	17

The listing continues:
SMILES	CCR6 antag	Gli-Sufu block	CXCR6 block	APJ antagonist	ATG4B inh	APJ ag	UBC13 polyUb	EBI2 antag
CC1=C([N+](=O)[O-])C(c2ccc(O)c(O)c2)NC(=O)N1 (centres undefined)	10	-4	-2	5	6	0	4	1
O=C(c1cccc(S(=O)(=O)N2CCN(c3ccc(F)cc3)CC2)c1)N1CCCCCCC1	9	19	-9	7	2	-5	28	5
CCC(C)Sc1cc(C)c(C#N)c2nc3ccccc3n12 (centres undefined)	8	6	0	-12	-8	-1	16	-12
CC(=O)c1c(C)[nH]c(C(=O)Nc2ccc(Cl)cc2F)c1C	11	-50	-16	-6	-11	-1	6	4
Cc1nc2cc(NC(=O)NCCCO)ccc2o1	-4	-3	-4	2	2	-3	-11	-6
COc1ccccc1NC(=O)NC1(C)CCS(=O)(=O)C1 (centres undefined)	1	-2	1	10	-4	-4	1	-8
CC(C)OCCCNC(=O)CCSc1ccc(Cl)cc1	5	3	-1	8	-4	-4	8	7
O=C(NCCCCc1ccccc1)c1cccc([N+](=O)[O-])c1	13	5	-5	10	5	-3	4	-5
Oc1ccccc1C1=Nc2ncnn2C(c2ccccc2)C1 (centres undefined)	21	28	3	23	-13	-6	-5	8
CCc1ccccc1NC(=O)CN(C)C(=O)c1cc(C2CC2)nn1-c1ccccc1	10	-1	10	8	5	-1	-2	5
C=CCOC(=O)C1=C[C@H](C2CC2)[C@@H](CCCO)[C@H](OCC)O1	1	-1	1	7	-3	-4	-2	-17
CCn1cc(C(=O)NC2CCCCC2)c(=O)c2ccc(C)nc21	15	8	0	9	0	2	-8	3
COC(=O)c1cc2ccc(OC)cc2c2cc(OC)c(OC)cc12	-11	-11	-8	-12	-5	3	31	-2
Cc1cc(/C=N/n2cnnc2)c(C)n1-c1cccc(C(=O)O)c1	-7	-3	-4	17	-1	0	-2	-1
COCCCNC(=O)c1ccc(-c2nc3ccccc3nc2-c2ccccc2)cc1	-3	0	-9	4	4	3	-9	7
CC(C)Oc1cccc(C(=O)NC(=S)N2CCN(c3ccc(C(F)(F)F)cc3[N+](=O)[O-])CC2)c1	38	-3	27	6	3	0	-9	9
Cc1ccc(S(=O)(=O)CCC(=O)OCc2cc(C)ccc2C)cc1	17	-12	-1	11	4	0	-4	-2
CCCC(=O)NC(Nc1cc(C(F)(F)F)ccc1Cl)C(Cl)(Cl)Cl (centres undefined)	1	5	4	7	9	4	12	1
O=C(Nc1ccc(S(=O)(=O)N2CCCC2)cc1)c1ccc(CN2CCc3ccccc3C2)cc1	12	52	25	13	-6	7	-7	10
CC(C)CNC(=S)NC1CC2CCCC(C1)N2Cc1ccco1 (centres undefined)	19	5	9	22	2	1	-2	4
O=[n+]1cc(-c2ccccc2)n([O-])c2c1CCC2	-6	7	3	-6	0	-1	-2	-9
O=C(Nc1cc(F)ccc1F)N1CCN(c2ccnc3cc(Cl)ccc23)CC1	15	21	-10	2	1	7	3	0
O=C(c1ccccc1F)N1CCN(C(=O)C2CC2)CC1	6	4	-4	-34	2	-5	2	-6
CCN(CC(=O)Nc1ccc(Br)cc1)CC(=O)Nc1cc(C)on1	13	8	-1	5	-3	-2	0	2
CN1CCSc2ccc(C(=O)NCc3cccc(F)c3)cc21	9	-4	3	-7	10	-1	21	2
COc1ccc(CCNC2CCc3ccccc3C2)cc1 (centres undefined)	-20	49	-4	19	5	-6	12	10
Cc1c(C(=O)NC2CC2)oc2ccc(S(=O)(=O)N3CCCCCC3)cc12	0	8	-8	-4	-14	5	-23	-2
CCOc1ccc(OCCC(=O)N(CC)CC(=O)NCc2cccs2)cc1	6	6	-5	10	-5	-1	10	-2
Cc1c(CN2CCC(CO)(CC3CCCCO3)CC2)cnn1C (centres undefined)	1	-8	-2	-6	-4	-1	-1	5
Cc1ccc(C(CNC(=O)c2ccco2)N2CCN(C)CC2)cc1 (centres undefined)	-11	3	-2	10	4	-6	1	-1
O=C(Nc1nc2ccccc2[nH]1)c1cccc([N+](=O)[O-])c1	27	-15	-4	16	-4	-3	0	-2
CN(C)CCCN(C(=O)COc1ccccc1)c1nc2cc3c(cc2s1)OCCO3	5	19	6	-10	-7	-1	20	-7
COc1ccc(Cl)cc1NC(=O)C/C(C)=N/NC(=O)c1ccccc1[N+](=O)[O-]	1	-1	7	-14	-1	-2	-6	-5
